# p53ts 32C kill: qHTS Screen for Compounds that Selectively Target Cancer Cells with p53 Mutations: Cytotoxicity of p53ts Cells at the Permissive Temperature | H1299-p53A138V at 32C, ATP luminescence viability, 24 h | Potency, µM (doses to about 46.1 µM), without a hit: top-dose activity change, negative = cytotoxicity, usual class: cytotoxic | 0.93% of 130,000 active;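 note: 0% = DMSO and -100% = full killing by reference compound; nearly all actives have a fitted effect of over 55% in size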
#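 Cells: H1299 p53ts (A138V), 600/well, pre-incubated 16–30 h at 37C. Cpd up to 46 uM, 24 h, 32C. Readout: ATPlite luminescence, 20 min RT. Normalization: DMSO vs tamoxifen 100 uM. AC50 by Hill equation.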
# Peg3 imprint: qHTS Assay for Compounds that Induce Erasure of Genomic Imprints; mouse ES Peg3-LacZ reporter, beta-gal luminescence, 40 h; 0.02% of 110,000 active; Potency, µM (titrated, usually from 60.7 µM), for the others: at the top dose activity change, positive = activation, hits mostly activators;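 note: 0% = negative control wells on the plate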
#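 Imprint erasure is scored as LacZ activity from the silenced maternal Peg3 allele in feeder-free female ES cells cultured 40 h with LIF. Luminescence is normalized to in-plate negative controls and fitted to the Hill equation.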
# IkB signaling: IkB Signaling | ABC-DLBCL IkBa-CBG/CBR dual luciferase ratio, 4 h; response scale: scaled: untreated 0%, proteasome inhibitor 100% | Potency, µM (highest dose often 57.1 µM), inactives show at the highest dose IkBa stabilization activation | 0.04% of 110,000 active; active = well fitted curve in the direction sought with a large enough effect in the signal ratio, not every such curve was filed as active; inconclusive = small, poorly fitted or top-dose-only effect, or a change in a side signal; the % refers to the signal ratio;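 note: the direction sought is a rising ratio; 0% = basal untreated cells and 100% = reference inhibitor full response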
#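 Curves were fitted separately to fusion (green), unfused (red) and ratio luminescence, then classed by r2, magnitude and activity. Cells: OCI-Ly3, 4 h compound plus doxycycline at 37C; 10 uM MG-132 defined full response.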
# p53ts 39C kill: qHTS Screen for Compounds that Selectively Target Cancer Cells with p53 Mutations: Cytotoxicity of p53ts Cells at the Nonpermissive Temperature; Potency, µM (titrated, usually from 46.1 µM), for the others: at the top dose activity change, negative = cell killing, most hits filed as cytotoxic; H1299-p53A138V viability at 39C, ATP luminescence, 24 h; 1.5% of 130,000 active; note: nearly all actives have a fitted effect of over 55% in size
# An asterisk follows results filed as active; ? = inconclusive; . = no result given; [ ] = another dose, or the depositor's remark. Unless noted, calls come from the whole dose curve; as a rule, active = well fitted curve in the direction sought with a large enough effect; inconclusive = small, poorly fitted or top-dose-only effect, or another doubt; inactive = no such curve, though single readings can be large; an effect the other way counts as inactive or inconclusive. Unless noted, % is set by controls: 0 for no effect and ±100 for the full control effect; potency is the fitted concentration of half-maximal effect.
1	O=C(O)CC(NS(=O)(=O)c1ccc(Br)cc1)c1ccco1 (stereo not drawn)
2	Cc1cccc(NC(=O)C2CCCN(S(=O)(=O)c3ccc4c(c3)CCCC(=O)N4)C2)c1 (stereo not drawn)
3	COc1ccc(OC)c(N(CC(=O)NCc2cccnc2)S(C)(=O)=O)c1
4	CN(C)c1ccc(CNC(=O)C2COc3ccccc3C2)cc1 (stereo not drawn)
5	COc1cc(NC(=O)c2sc3nc4n(c(=O)c3c2C)CCCCC4)cc(OC)c1OC
6	O=C(COc1cccc(NC(=O)c2ccco2)c1)c1ccccc1
7	COc1cc(NC(=O)Nc2cccc(C(C)=O)c2)cc(OC)c1OC
8	CCOc1ccccc1CNC(=O)c1cnn(-c2ccc(C)cc2)c1-n1cccc1

assay / compound | 1 | 2 | 3 | 4 | 5 | 6 | 7 | 8
p53ts 32C kill | -3% | 1% | -2% | -7% | 14% | -7% | -5% | 86%[activator]
Peg3 imprint | 1% | 11%[10.9 µM] | -5% | -3%[10.9 µM] | -8%[10.9 µM] | . | -13% | -6%[10.9 µM]
IkB signaling | -2.3% | ? | -0.1% | 0.9% | 0.0% | 1.4% | 2.4% | -1.8%
p53ts 39C kill | -1% | 11% | 11% | ? | 14% | 0% | -3% | 5%

9	CC(C)CN(CC(C)C)S(=O)(=O)c1ccc(C(=O)Nc2sc3c(c2C(N)=O)CCN(C(C)C)C3)cc1
10	COc1ccc(NC(=O)CCN2CCCCC2)cc1
11	O=C(CN(C1CC1)S(=O)(=O)c1ccc(S(=O)(=O)NC2CCCCC2)cc1)Nc1ccccc1
12	CCN(c1ccccc1)c1ccc2cc(S(=O)(=O)N3CCCC3)ccc2n1
13	COc1ccc(OC)c(NC(=O)c2sc3nc4c(cc3c2N)CCCCCC4)c1
14	O=C(CSC1=Nc2ccccc2N=C(c2ccc(F)cc2)C1)Nc1ccc(Cl)cc1
15	Cc1cc(C)c(NC(=O)CSc2nc(-c3ccc(F)cc3)nc3c2Cc2c(CO)cnc(C)c2O3)c(C)c1
16	CCN(CC)CCNC(=O)CN1C(=O)COc2ccc(S(=O)(=O)N3CCOCC3)cc21

assay / compound | 9 | 10 | 11 | 12 | 13 | 14 | 15 | 16
p53ts 32C kill | -12% | -1% | 10% | -6% | ? | 6% | 5% | -1%
Peg3 imprint | 23%[10.9 µM] | 2% | -9% | -8%[10.9 µM] | -19%[10.9 µM] | -12%[10.9 µM] | -6%[10.9 µM] | -8%[10.9 µM]
IkB signaling | ? | -1.9% | ? | 0.8% | ? | ? | -0.4% | -0.5%
p53ts 39C kill | ? | 3% | -1% | -16% | 13µM* | ? | -9% | -6%

17	COC(=O)[C@@H]1C[C@H]2CC[C@H](O)C[C@H]2N1Cc1ccccc1OS(=O)(=O)c1ccc(C)cc1
18	COc1cccc(-c2nnc(N(C)C(=O)C3CCOC3)s2)c1 (stereo not drawn)
19	COc1ccc(CCNC(=O)Cn2cc(C(=O)c3ccc(F)cc3)c(=O)c3ccc(C)nc32)cc1OC
20	COc1ccc(COCC(O)CN2CCOCC2)cc1OC (stereo not drawn)
21	Cc1ccc(-c2nnn(CC(=O)Nc3ccc(S(=O)(=O)N4CCC(C)CC4)cc3)n2)cc1
22	CCOC(=O)c1ccc(NC2=CC(c3ccc(O)c(OCC)c3)N(c3ccc(C(=O)OCC)cc3)C2=O)cc1 (stereo not drawn)
23	S=c1[nH]nc(-c2ccc3ccccc3n2)n1-c1ccccc1
24	COc1ccc(C2C(C#N)=C(N)Oc3n[nH]c(C)c32)cc1CN1CCN(c2ccc(F)cc2)CC1 (stereo not drawn)

assay / compound | 17 | 18 | 19 | 20 | 21 | 22 | 23 | 24
p53ts 32C kill | 6% | -21% | 0% | -8% | ? | -9% | 19% | ?
Peg3 imprint | -6% | -60%[inhibitor] | -4%[10.9 µM] | 15% | -15% | -20%[10.9 µM] | . | -15%
IkB signaling | . | -2.0% | -0.7% | -1.1% | -0.2% | -0.8% | . | ?
p53ts 39C kill | 18% | -30% | -20% | 15% | ? | -2% | ? | 70%[activator]

25	Oc1ccc(Cl)cc1Cc1cc(Cl)cc(Cc2cc(Cl)ccc2O)c1O
26	O=C(CSCCO)Nc1cccc(C(F)(F)F)c1
27	CCc1ccc(S(=O)(=O)c2nnn3c2nc(N2CCCC(C)C2)c2cc(Cl)ccc23)cc1 (stereo not drawn)
28	Cc1noc(C)c1S(=O)(=O)N(CC(=O)O)c1ccc2c(c1)OCO2
29	CN(C)S(=O)(=O)c1cccc(C(=O)Nc2cccnc2)c1
30	COc1ccc(-c2ccc(CNCCCSc3nnnn3C)o2)cc1Cl
31	COc1ccccc1-c1nc2c(c(SCc3cccc(Cl)c3)n1)Cc1c(CO)cnc(C)c1O2
32	CN(C)S(=O)(=O)N1CCc2ccccc2C1

assay / compound | 25 | 26 | 27 | 28 | 29 | 30 | 31 | 32
p53ts 32C kill | 29%[9.22 µM] | 9% | 17% | -16% | -2% | -14% | 3% | -3%
Peg3 imprint | -5%[10.9 µM] | -3% | -14%[10.9 µM] | -4% | -7% | -14%[10.9 µM] | -9%[10.9 µM] | -4%
IkB signaling | ? | -0.6% | ? | -0.4% | 0.6% | -0.2% | -1.8% | 0.7%
p53ts 39C kill | 1%[9.22 µM] | 3% | 1% | -12% | 7% | 11% | -25% | 12%

33	O=C(CCSCCC(=O)NCCN1CCOCC1)NCCN1CCOCC1
34	COC(=O)c1ccc(C(NC(=O)OCc2ccccc2)/C(=C/[C@@H](C)C(=O)N(C)C)c2cccnc2)cc1 (stereo partly drawn)
35	COc1ccc(NCc2nnc(SCC(=O)N3CCCc4ccccc43)n2C)cc1
36	CCOC(=O)CNC(=O)CSc1ncnc2c1nnn2-c1ccc(F)cc1
37	COc1ccc(NC(=O)c2c(NC(=O)c3cccc(C)c3)sc3c2CCCC3)cc1
38	CCn1cc(C2N3CC4(CC)CN2CC(CC)(C3)C4=O)c2ccccc21 (stereo not drawn)
39	COc1ccccc1CN1CC2(CCN(C(=O)c3cnccn3)CC2)C1
40	COc1ccc(-c2[nH]ncc2Oc2ccccc2OC)c(O)c1

assay / compound | 33 | 34 | 35 | 36 | 37 | 38 | 39 | 40
p53ts 32C kill | -3% | 3% | 13% | -29% | 4% | 9% | 3% | 10%
Peg3 imprint | -2% | -7% | -2% | . | -5%[10.9 µM] | -12%[10.9 µM] | . | -20%
IkB signaling | 0.7% | . | 0.2% | . | ? | ? | 0.7%[11.4 µM] | 4.2%
p53ts 39C kill | 7% | -6% | -5% | ? | ? | -21% | 4% | 2%

41	Cc1ccc(C)c(N2CCN(C(=O)c3noc4c3CCCCC4)CC2)c1
42	Cn1c(C(=O)NCc2cccc(F)c2)cc2cc(S(=O)(=O)N3CCCCC3)ccc21
43	CCCCCOc1ccc(C(=O)NC(C(=O)O)C(C)C)cc1 (stereo not drawn)
44	Cc1cc(NS(=O)(=O)c2ccc(NC(=O)c3ccccc3F)cc2)nc(C)n1
45	Cn1nnnc1SCC(=O)Nc1ccc(N2CCOCC2)cc1
46	CCCCCCn1c(N2CCN(c3ccccc3)CC2)nc2c1c(=O)n(C)c(=O)n2C
47	CC(=O)N1CCc2cc(S(=O)(=O)Nc3cccc(C(F)(F)F)c3)ccc21
48	Cc1ccc(S(=O)(=O)N2CCCC2CO)cc1 (stereo not drawn)

assay / compound | 41 | 42 | 43 | 44 | 45 | 46 | 47 | 48
p53ts 32C kill | 0% | -2% | -4% | 4% | -4% | -1% | 2% | -20%
Peg3 imprint | -11%[10.9 µM] | -8%[10.9 µM] | -72%[inhibitor] | -5%[10.9 µM] | -56%[inhibitor] | -8% | -14% | 2%
IkB signaling | 3.2% | 0.8% | 9.8% | -2.0% | 0.3% | 2.6% | 4.6% | -0.4%
p53ts 39C kill | -5% | ? | -5% | 0% | -12% | 17% | -6% | 7%

49	CN(C(=O)CSc1nc2ccccc2n1CC(=O)N(C)c1ccc(F)cc1)c1ccccc1
50	CCc1ccc2nc(NC3=NCN(CCN4CCOCC4)CN3)nc(C)c2c1
51	COCCNC(=O)CCCn1c(=O)[nH]c2ccsc2c1=O
52	O=C(Cn1ncc2c(=O)oc3ccccc3c21)N1CCC(N2CCCCC2)CC1
53	COC(=O)c1ccc2c(c1)NC(=O)C(N1CCCCC1)S2 (stereo not drawn)
54	COc1ccccc1CCNC(=O)CCc1c(C)c2cc3c(C)c(C)oc3cc2oc1=O
55	O=C(Nc1cccc(F)c1)c1ccc(-c2ccccc2)s1
56	CC(=O)OC1CCC2C3CCc4cc(O)ccc4C3CCC12C (stereo not drawn)

assay / compound | 49 | 50 | 51 | 52 | 53 | 54 | 55 | 56
p53ts 32C kill | 1% | -7% | 1% | 13% | 5% | 2% | -18% | 2%
Peg3 imprint | -10%[10.9 µM] | -27% | -7%[10.9 µM] | 1% | -13% | -8%[10.9 µM] | -37%[inhibitor][10.9 µM] | -33%[inhibitor]
IkB signaling | ? | 2.1% | 0.4% | -1.2% | -3.7% | 0.1% | ? | .
p53ts 39C kill | 10% | -4% | 39%[activator] | -6% | -8% | -20% | -27% | 3%

57	CC(C)(C)c1cc(CNC2CS(=O)(=O)C[C@@H]2O)cc(C(C)(C)C)c1O (stereo partly drawn)
58	CC1CCc2cc(F)ccc2N1C(=O)CN1C(=O)c2ccccc2C1=O (stereo not drawn)
59	CCOc1ccc(C(=O)N2CCC(c3nc(-c4ccc(S(=O)(=O)N5CCCC5)cc4)no3)CC2)cc1
60	O=C(O)c1ccccc1C(=O)O
61	Cc1cc(C)c2c(=O)n(-c3ccccc3)[nH]c2n1
62	CC(=O)N1CCc2c(sc3c2c(=O)n(-c2ccccc2)c(=O)n3CC(=O)Nc2ccccc2C)C1
63	O=C(CSc1ccc(Cl)cc1)NC1CCCC1
64	CCCC(c1nnnn1C1CCCCC1)N1CCN(c2ncccn2)CC1 (stereo not drawn)

assay / compound | 57 | 58 | 59 | 60 | 61 | 62 | 63 | 64
p53ts 32C kill | 17% | 5% | -3% | -2%[1.84 µM] | ? | 19% | -5% | 1%
Peg3 imprint | -12% | 6% | -21%[10.9 µM] | 11% | 23% | 8%[10.9 µM] | 1% | -5%
IkB signaling | ? | -0.2% | ? | -1.4% | 2.4% | 2.8% | 0.5% | 1.7%
p53ts 39C kill | 8% | -3% | -22% | 5% | -16% | 2% | 4% | -14%

65	Cc1nc(NCc2ccccc2)c2nc(-c3ccccc3)n(CCN3CCOCC3)c2n1
66	Cc1ccc(CNC(=O)c2cc3c(s2)-c2c(C)cccc2OC3)cc1
67	S=C(S)NCCN1CCNCC1
68	N#CCSc1nnc(-c2ccccc2O)n1CCc1ccccc1
69	O=C(c1csnn1)N1CCC2(CC1)CN(c1cccc(-c3ccccc3)c1)C2
70	CC1(C)CC(=O)C2=C(C1)OC(c1cccs1)C(C#N)=C2N (stereo not drawn)
71	COc1ccc2c(c1)sc1ncc(C(=O)NCc3ccc(OC(C)C)cc3)c(=O)n12
72	Cc1cc(C)c(NS(=O)(=O)c2ccc(-c3coc(C)n3)cc2)c(C)c1
73	Cc1ccc2cc(CN(CC3CCCO3)C(=O)NC3CCCCC3)c(=O)[nH]c2c1C (stereo not drawn)
74	Clc1ccc(Cl)c2sc(N3CCCC3)nc12

assay / compound | 65 | 66 | 67 | 68 | 69 | 70 | 71 | 72 | 73 | 74
p53ts 32C kill | -1% | -8% | 8%[9.22 µM] | -9% | -3% | -2% | 0% | -7% | 4% | 6%
Peg3 imprint | -14% | 22%[10.9 µM] | 2%[10.9 µM] | -10% | . | -8% | 6%[10.9 µM] | 14%[10.9 µM] | -2% | 0%
IkB signaling | . | ? | -1.3%[11.4 µM] | 0.9% | -0.7%[11.4 µM] | 8.3% | ? | 0.5% | 2.8% | 0.0%
p53ts 39C kill | -3% | ? | 5%[9.22 µM] | -2% | -10% | 6% | 7% | ? | -12% | -4%

# From PubChem BioAssay
